Source: PubChem BioAssay
CCT chaperon mod – High-Throughput Screening for Modulators of Cytosolic Chaperonin Activity; purified chaperonin ATPase assay, HTRF ADP detection, 30 min; 0.3% of 360,000 active; activity change, % (no concentration beside the values), hits read low; in the data active = activity change below about -30%; also: % is scaled to controls: 0 for no effect and ±100 for the full control effect
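ATPase activity: ADP formed was measured by HTRF Transcreener (665/615 nm ratio) after 30 min at 37 deg C with 10 uM ATP. Compounds screened at one 76 uM concentration against 40 or 20 nM TRiC in Tris pH 7.4/KCl/MgCl2/DTT buffer.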
Akt phos inh – HTS Assay for Inhibitors of Akt Phophorylation: Primary Screen. Neuro2A IGF-stimulated pAkt S473 HTRF, 20 min; active compounds read low. activity change, % for hits at 50 µM. 0.32% of 360,000 active; in the data active = activity change below about -80%; inconclusive = mostly about -51% to -80%; also: % is scaled to controls: 0 for no effect and ±100 for the full control effect
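Neuro2A cells in DMEM with 0.5% FBS, overnight at 37 deg C, given compound at single 50 µM final, then IGF (6 nM final) for 20 min at 37 deg C. Lysed; phospho-Akt Ser473 by HTRF after 24 h, 665/615 ratio.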
A549 viability – Nrf2 qHTS screen for inhibitors: counterscreen for cytotoxicity | 0.16% of 390,000 active | Potency, µM (highest dose often 46 µM), inactives show top-dose activity change, negative = cytotoxicity, most hits filed as inhibitors | A549 ARE-Fluc cells, CellTiter-Fluor viability, 18-24 h; also: potency is read from the fitted curve at half-maximal effect; % is scaled to controls: 0 for no effect and ±100 for the full control effect
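Cytotoxicity counterscreen: CellTiter-Fluor fluorescence was measured in A549 ARE_Fluc cells after 18-24 h of compound exposure in a concentration series. The subsequent BugLite luminescent read reports ARE-luciferase activity.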
TGFb inhibitor – qHTS for Inhibitors of TGF-b. 1.2% of 410,000 active. HepG2 CAGA-GFP TGF-b/SMAD3 reporter, GFP fluorescence, 18 h; TGF-beta stimulated, 500 pg/mL final. Potency, µM (top dose mostly 46.1 µM), inactives show at the top dose activity, negative = inhibition, actives largely listed as inhibitors; also: potency is read from the fitted curve at half-maximal effect; % is scaled to controls: 0 for no effect and ±100 for the full control effect; nearly all actives have a fitted effect of over 65% in size
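Per well, imaged GFP fluorescence of HEPG2 CAGA-GFP cells gives the signal; cells get compound, then TGF-beta (500 pg/mL final), 18 h at 37 degrees C; %Activity versus -TGF-beta and +DMSO controls.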
Abeta rescue – qHTS for compounds that reverse cellular toxicity of Amyloid beta (A-beta) peptide in yeast: Primary Screen. yeast expressing A-beta42, growth rescue, OD600, 48 h; response scale: 0% DMSO, 100% iron-clioquinol control. Potency, µM (series often up to 46.1 µM), inactives show at the top dose growth rescue, usual class: activators. 0.063% of 410,000 active. AID 1347071, 2019; also: potency is read from the fitted curve at half-maximal effect; nearly all actives have a fitted effect of over 55% in size
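Yeast A-beta toxicity model in growth medium with pinned compounds, 48 h at 30 C; growth read as absorbance at 600 nm. Normalized to FeCl3/clioquinol equimolar mix (positive) and DMSO (negative).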
Nrf2 block – Nrf2 qHTS screen for inhibitors; A549 ARE-Fluc reporter, luciferase luminescence, 18-24 h; Potency, µM (series often up to 46 µM), inactives show top-dose activity change, negative = inhibition, usual class: inhibitors; 2.1% of 360,000 active; AID 504444, 2011; also: potency is read from the fitted curve at half-maximal effect; % is scaled to controls: 0 for no effect and ±100 for the full control effect; nearly all actives have a fitted effect of over 60% in size
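Quantitative HTS in A549 cells stably bearing an antioxidant response element-firefly luciferase construct. Inhibition of Nrf2-driven transcription was scored by luminescence after 18-24 h of compound exposure at 37 °C.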
HepG2 tox – qHTS for Inhibitors of TGF-b: Cytotox Counterscreen | HepG2 CAGA-GFP viability, ATP luminescence, 18 h | Potency, µM (series often up to 46.1 µM), inactives show top-dose activity change, negative = cytotoxicity, most hits filed as cytotoxic | 0.76% of 410,000 active; also: potency is read from the fitted curve at half-maximal effect; some results filed as inactive show a strong effect at the top dose
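HepG2 CAGA-GFP cells (1000/well, DMEM with 1% FBS) received compound, then TGF-beta at 500 pg/mL final, and were incubated 18 hours at 37 degrees C. Viability was read by CellTiter-Glo luminescence. Media-only wells were set as complete cell-killing and DMSO as no toxicity.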
Nrf2 ARE act – qHTS of Nrf2 Activators. AREc32 ARE-luciferase reporter (MCF7-derived line), luminescence, 24 h. Potency, µM (highest dose often 46.1 µM), without a hit: at the top dose activation, hits mostly activators. 0.31% of 410,000 active. AID 624171, 2012; also: potency is read from the fitted curve at half-maximal effect; % of control where 0% means no effect; nearly all actives have a fitted effect of over 65% in size
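Cells of the AREc32 ARE-luciferase line are plated in OPTI-MEM containing 5% FBS and left overnight at 37 deg C. Compounds are pinned in, incubation continues 24 hr, and firefly luciferase signal is then measured.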
Mm-Cpn inhibitor – Inhibitors of TCP-1 ring complex (TRiC) of Methanococcus maripaludis (MmCpn): qHTS; purified Mm-Cpn ATPase, ADP Transcreener TR-FRET; Potency, µM (doses to about 76.9 µM), for the others: at the top dose activity, negative = inhibition, most hits filed as inhibitors; 0.031% of 330,000 active; AID 504842, 2011; also: potency is read from the fitted curve at half-maximal effect; % is scaled to controls: 0 for no effect and ±100 for the full control effect; nearly all actives have a fitted effect of over 80% in size
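Eu-cryptate anti-ADP/ADP-d2 competition gives a ratio inversely related to ADP. Enzyme at 25 nM was pre-exposed to compound for 10 min, then given 10 uM ATP for 30 min, 37°C throughout.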
An asterisk follows results filed as active; i = inactive; ? = inconclusive; nt = not tested or not shown; & = joins results of further samples; [ ] = remark or other dose. Unless noted, calls follow the shape of the dose curve; as a rule, active = well fitted curve in the direction sought with a large enough effect; inconclusive = small, poorly fitted or top-dose-only effect, or another doubt; inactive = no such curve, though single readings can be large; an effect the other way counts as inactive or inconclusive.

Each structure is followed by: CCT chaperon mod, Akt phos inh, A549 viability, TGFb inhibitor, Abeta rescue, Nrf2 block, HepG2 tox, Nrf2 ARE act, Mm-Cpn inhibitor
Cc1ccc(S(=O)(=O)N2CC3(O)CN(C(=O)OC(C)C)N(C(=O)OC(C)C)CC3(OC(=O)NCc3ccccc3)C2)cc1 (stereo not given)
  0.6, i, nt, ?, 5%, nt, -23%, -1.6%, nt
COCCNC(=O)Cn1nc(C)c2c(C)n(-c3ccc(C)cc3)nc2c1=O
  nt, nt, 6%, 0%, -15%, ?, -3%, 0.1%, nt
O=c1c(Cl)cc(Cl)nn1-c1ccccc1
  1.6, i, -4%, ?, -37%[inhibitor], -14%, 18µM*, 22%, -1%
COc1cccc(NC(=O)c2ccccc2NC(=O)c2ccncc2)c1
  1.5, i, 6%, 16%, -4%, ?, -39%, 17%, 0%
CC(NC(=O)COc1ccccc1)C(=O)OCC(=O)c1cc2ccccc2o1 (stereo not given)
  -12, i, -5%, 5%, -8%, -12%, 0%, 4.0%, -3%
O=c1[nH]c(=O)n(C2C[C@H](O)[C@@H](CO)O2)cc1C(F)(F)F (stereo not given in full)
  2.1, i, 1%, -3%, 11%, ?, -4%, -0.2%, -2%
CCOC(=O)N1CCN(c2c(N3CCN(c4ccc(F)cc4)CC3)c(=O)c2=O)CC1
  -2.5, i, 1%, -12%, -1%, 7%, 5%, 0.4%, 1%
COCCNC(=O)C1(C)CCCN(CCOc2ccc(Cl)cc2)C1 (stereo not given)
  -1.0, i, nt, -4%, -20%, nt, -12%, 0.0%, nt
Cc1nc(N2CCN(C)CC2)c2c(C)c(C(=O)Nc3ccc(C)c(F)c3)sc2n1
  0.1, i, -20%, -28%, 9%, ?, -60%, 8.1%, 0%
Cc1cc(C)n2nc(SCc3nnc(-c4ccccc4Br)o3)nc2n1
  1.2, i, -6%, 5%, 5%, -16%, 2%, 2.7%, 2%
O=C(Nc1ccc(N2CCOCC2)cc1)c1csc([C@H]2C[C@H](O)[C@@H](CO)O2)n1
  -3.0, nt, nt, -20%, -14%, nt, -5%, -0.1%, nt
O=C(Nc1ccc2oc(-c3cccnc3)nc2c1)c1ccccc1F
  nt, nt, 2%, 19%, -26%, -5%, -5%, 0.4%, nt
O=S1(=O)NC(=NCC(c2ccco2)N2CCCCC2)c2ccccc21 (stereo not given)
  -0.7, i, 2%, -4%, 0%, 3%, 8%, 1.6%, -13%
O=C(NCc1ccccc1)Nc1cccn(Cc2ccccc2F)c1=O
  1.0, i, -6%, -8%, 12%, ?, -2%, 4.0%, -3%
CC(C)NC(=O)c1ccc(NC(=O)N2CCCCc3ccccc32)cc1
  nt, nt, -1%, 1%, -7%, -7%, 1%, -0.5%, nt
Cc1cc(=O)[nH]c(SCC(=O)Nc2ccc(C)c(S(=O)(=O)N3CCCCC3)c2)n1
  -0.7, i, -3%, 10%, 1%, -35%, 0%, -0.4%, 2%
COc1ccc(S(=O)(=O)N2CCOCC2)cc1NC(=O)CN(C)CC(=O)Nc1cccc(F)c1
  -4.5, i, 1%, 2%, 1%, -8%, -7%, 1.1%, 0%
CCOC(=O)c1ccc(S(=O)(=O)NNC(=O)c2ccc3c(c2)nc(C)n3CC)cc1
  -0.5, i, 2%, 27%, 3%, -12%, -12%, -0.7%, -2%
O=C(COC(=O)C12CC3CC(CC(C3)C1)C2)NNC(=O)c1ccccc1
  -1.1, i, 3%, ?, -13%, -1%, -3%, 0.1%, 1%
CC(C)n1c(SCC(=O)N2CCCCC2)nc2c1c(=O)n(C)c(=O)n2C
  1.4, i, 0%, 0%, -6%, 2%, 7%, -0.5%, 1%

The list goes on (three carried over from the part before).
Each structure is followed by: CCT chaperon mod, Akt phos inh, A549 viability, TGFb inhibitor, Abeta rescue, Nrf2 block, HepG2 tox, Nrf2 ARE act, Mm-Cpn inhibitor
CCOC(=O)c1ccc(S(=O)(=O)NNC(=O)c2ccc3c(c2)nc(C)n3CC)cc1
  -0.5, i, 2%, 27%, 3%, -12%, -12%, -0.7%, -2%
O=C(COC(=O)C12CC3CC(CC(C3)C1)C2)NNC(=O)c1ccccc1
  -1.1, i, 3%, ?, -13%, -1%, -3%, 0.1%, 1%
CC(C)n1c(SCC(=O)N2CCCCC2)nc2c1c(=O)n(C)c(=O)n2C
  1.4, i, 0%, 0%, -6%, 2%, 7%, -0.5%, 1%
CCCc1nn2c(=O)cc(CSCC(=O)Nc3cccc(OC)c3)nc2s1
  0.9, i, 3%, 12%, -2%, 19%, -3%, -0.6%, -2%
COc1cc(NC(=O)Cc2ccccc2)cc(OC)c1
  -6.4, i, -2%, -13%, ?, 7%, -19%, -0.7%, -2%
Clc1ccc(-c2nc3ccccn3c2CN2CCCCC2)cc1
  -0.2, i, ?, -6%, -9%, 19%, 2%, 5.0%, -2%
COc1cc(CCC(=O)OCC(=O)N(CC(C)C)C2CCS(=O)(=O)C2)cc(OC)c1OC (stereo not given)
  0.0, i, -1%, 0%, 0%, 4%, 4%, 0.6%, 2%
COc1ccc(NC(=O)CNC(=O)Cc2ccccc2)cc1
  0.7, i, -1%, 4%, 2%, 0%, -40%, -1.6%, -1%
CC(C)n1nc(C(=O)OCC(=O)c2c[nH]c3ccccc23)c2ccccc2c1=O
  -2.6, i, -12%, -18%, 10%, ?, -32%, 2.8%, -2%
COCC(C)NC(C(=O)Nc1cccc(C(C)=O)c1)c1ccccc1 (stereo not given)
  0.3, i, -1%, -5%, -10%, 7%, 7%, 2.1%, 0%
CCS(=O)(=O)c1ccc2c(c1)N(S(C)(=O)=O)CC(C(=O)NN)O2 (stereo not given)
  1.6, i, 5%, -8%, -9%, ?, -68%, 0.2%, 0%
Cc1ccc(S(=O)(=O)N2[C@@H](c3ccc(Br)cc3)C(C(=O)O)=C[C@H]2C(C)(C)C)cc1
  2.3, i, -15%, -13%, -6%, ?, -16%, 0.7%, 2%
CCOC(=O)C[C@H]1c2ccccc2S(=O)(=O)N1C1CC1
  -2.7, i, -1%, ?, -2%, -1%, -5%&-15%, -1.5%, nt
CC(C)Cn1c(CN2CCN(c3ccccc3F)CC2)nc2c1c(=O)[nH]c(=O)n2C
  -0.2, i, 1%, 6%, 15%, -15%, -3%, -1.7%, 2%
O=C(OCc1ccco1)c1ccc2c(c1)N(Cc1ccc([N+](=O)[O-])cc1)C(=O)c1ccccc1S2
  nt, nt, -10%, 1%, -4%, nt, 2%, 15%, nt
O=C(COC(=O)c1cnccn1)NCCc1ccccc1
  -1.4, i, -8%, 6%, -1%, 2%, 1%, 0.1%, -1%
CCCc1nn2c(=O)cc(COC(=O)c3ccccc3NC(=O)COc3ccccc3)nc2s1
  nt, nt, 3%, -5%, -16%, nt, -10%, -0.1%, nt
CN(C)C(=O)Cn1nc(-c2ccccc2)c2ccccc2c1=O
  -0.2, i, -5%, -8%, 12%, -17%, 2%, -0.6%, 3%
CCOc1ccc(CNc2ccc(CNc3ncn[nH]3)cc2)cc1
  -2.7, i, 1%, -8%, 1%, -8%, -16%, 4.7%, 0%
COCCNC(=O)C1CCC(CNS(=O)(=O)c2ccccc2)CC1 (stereo not given)
  -1.2, i, -1%, -2%, -13%, 13%, -3%, -0.4%, 1%
COc1ccccc1NS(=O)(=O)c1ccc(C)c(C(=O)NCC(c2cccs2)N2CCOCC2)c1 (stereo not given)
  -1.9, i, -2%, -3%, -6%, -6%, -17%, 1.7%, nt
Cc1cccc(NNC(=O)C(=O)NNc2cccc(C)c2)c1
  -0.1, i, 0%, -11%, ?, -9%, -22%, -0.4%, -5%
COc1ccc(N2CCN(S(=O)(=O)c3ccc4oc(=O)c5ncn(C)c5c4c3)CC2)cc1
  nt, nt, 10%, -10%, -12%, 27%, -23%, 0.6%, nt
N#Cc1c(-c2ccc3c(c2)OCO3)csc1N
  -0.5, i, -11%, 32%, -21%, -10%, -13%, 6.2%, 0%
COCCCNC(=O)CCc1c(C)nc2c(-c3ccc(F)cc3)c(C)nn2c1C
  0.4, i, 4%, 3%, 18%, -3%, 36%, 0.1%, 2%

Some of these compounds in order of their number in Nrf2 ARE act, lowest first.
mol | Nrf2 ARE act
CC(C)Cn1c(CN2CCN(c3ccccc3F)CC2)nc2c1c(=O)[nH]c(=O)n2C | -1.7%
COc1ccc(NC(=O)CNC(=O)Cc2ccccc2)cc1 | -1.6%
COc1cc(NC(=O)Cc2ccccc2)cc(OC)c1 | -0.7%
CCCc1nn2c(=O)cc(COC(=O)c3ccccc3NC(=O)COc3ccccc3)nc2s1 | -0.1%
Cc1ccc(S(=O)(=O)N2[C@@H](c3ccc(Br)cc3)C(C(=O)O)=C[C@H]2C(C)(C)C)cc1 | 0.7%
COCC(C)NC(C(=O)Nc1cccc(C(C)=O)c1)c1ccccc1 (stereo not given) | 2.1%
